OPRM1-OPRD1 ag: agonists of human mu-delta opioid receptor heterodimerization | cells, OPRM1-OPRD1 heterodimerization, luminescence | activation, % at 9.3 µM | hit rate 0.3% among 340,000; in the data active means activation above about 18%;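 further: 0% = vehicle-treated cells and 100% = reference agonist; values of inactives mirror those of a sister screen read the other way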
Target sequence (P35372 whole entry, looked up): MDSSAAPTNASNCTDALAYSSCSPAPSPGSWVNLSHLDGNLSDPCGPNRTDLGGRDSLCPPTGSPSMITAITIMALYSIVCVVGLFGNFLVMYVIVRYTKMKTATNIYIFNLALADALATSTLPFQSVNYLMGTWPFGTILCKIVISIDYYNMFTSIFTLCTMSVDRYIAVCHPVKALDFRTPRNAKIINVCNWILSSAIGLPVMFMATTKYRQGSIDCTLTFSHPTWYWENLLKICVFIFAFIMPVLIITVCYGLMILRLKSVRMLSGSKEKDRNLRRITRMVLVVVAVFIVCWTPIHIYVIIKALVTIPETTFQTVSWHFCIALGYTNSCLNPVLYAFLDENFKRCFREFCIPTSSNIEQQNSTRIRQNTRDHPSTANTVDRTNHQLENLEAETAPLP
Target sequence (P41143 whole entry, looked up): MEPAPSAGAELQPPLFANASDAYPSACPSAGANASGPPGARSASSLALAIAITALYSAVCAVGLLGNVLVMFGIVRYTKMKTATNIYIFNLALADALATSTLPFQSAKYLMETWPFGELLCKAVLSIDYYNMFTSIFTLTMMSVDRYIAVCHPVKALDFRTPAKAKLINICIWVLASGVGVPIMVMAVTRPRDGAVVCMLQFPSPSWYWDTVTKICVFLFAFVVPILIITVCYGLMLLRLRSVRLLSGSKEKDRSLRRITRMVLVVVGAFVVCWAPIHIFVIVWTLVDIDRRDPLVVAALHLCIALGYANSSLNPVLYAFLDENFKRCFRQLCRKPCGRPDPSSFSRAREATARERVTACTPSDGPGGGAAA
Keap1 Nrf2 FP: inhibitors of human Keap1-Nrf2 protein-protein interaction. Q14145. Keap1 Kelch-Nrf2 peptide fluorescence polarization, 1536-well. inhibition, % at 9.4 µM. hit rate 0.15% among 340,000; in the data active means inhibition above about 12%;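 further: human Keap1 Kelch domain with fluorescein labeled Nrf2 9mer peptide probe; 0% = neutral control wells and 100% = peptide positive control; higher means more block of Keap1 binding to Nrf2 peptide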
RTF Ca sens inh: cardiac RTF calcium desensitization; inhibition, % at 7.15 µM; AID 493244; hit rate 0.12% among 340,000; IANBD-labeled cardiac RTF, Ca2+ fluorescence; P19429+P45379;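 active means inhibition above the mean inhibition of all tested compounds plus 3 SD, cut at about 17% in these data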;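 further: assay run at fixed EC70 calcium of 1.6 mM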
cardiac RTF act: increases calcium sensitivity of human cardiac regulated thin filaments; hit rate 0.24% among 340,000; P19429+P45379; IANBD-labeled TnC RTF fluorescence at EC20 calcium; 0% EC20 calcium, 100% full calcium; activation, % at 7.2 µM;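 active means activation above the mean over all tested compounds plus 3 SD, cut at about 30% in these data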;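 further: rise in fluorescence read as greater calcium sensitivity of cardiac thin filaments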
OPRM1-OPRD1 inv: inverse agonists of human mu-delta opioid receptor heterodimerization | cell-based MOR-DOR heterodimer luminescence, inverse agonism | hit rate 0.21% among 340,000 | inhibition, % at 9.3 µM | P35372+P41143; in the data active means inhibition above about 22%, passing the limit was not always enough;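 further: 0% = cells with DMSO and 100% = wells without cells with DMSO; values of inactives mirror those of a sister screen read the other way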
V-ATPase pH: alters yeast V-ATPase proton transport. hit rate 0.37% among 350,000. response, % at 10 µM. S. cerevisiae, pHLuorin cytosolic pH fluorescence; in the data active means response mostly above about 7.3%, no sharp cut-off; inactive means mostly below about 5.4%; further: actives read high; inactives centre near 0; some compounds called inactive have numbers as strong as hits; reference of the scale not given here
Arr AP2 block: inhibitors of human beta-arrestin and AP2 interaction; inhibition, % at 10 µM; hit rate 0.31% among 340,000; FITC-arrestin peptide / GST-AP2 beads, flow cytometry; AP2 beta2 appendage carries R879A mutation;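 active means inhibition above a set limit, near 3 SD of compounds lacking own fluorescence, cut at about 54% in these data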;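 further: plate controls were DMSO wells for no effect and 5 µM unlabelled arrestin peptide for full effect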
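system = GST-tagged AP2 beta2-adaptin appendage (R879A) on 4 µm glutathione beads | reagent = FITC-labelled arrestin peptide probe, 50 nM final | schedule = compound with beads 12 min RT, then probe 1 h RT | signal = HyperCyt-sampled flow cytometry, FL1 channel, ex 488/em 535 nm | read-out = percent response from loss of bead-bound FITC fluorescence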
Pemphigus Ab inh: inhibitors of pemphigus antibody binding to human desmoglein-3 | P32926 | DSG3-coupled beads, scFv-anti-DSG3-GFP binding, flow cytometry; active compounds read low | binding (percent of control), % at 10 µM | hit rate 0.48% among 310,000 | AID 588358;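 active means binding more than 3 SD below its plate's average and above zero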;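 further: hits lower antibody fragment binding to DSG3; some compounds called inactive have numbers as strong as hits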
Wnt bcat act: activators of Wnt/beta-catenin signaling; Wnt/beta-catenin reporter cell assay, activator, plate reader; activation, % at 9.35 µM; hit rate 1.2% among 300,000; in the data active means activation above about 30%, passing the limit was not always enough;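 further: 0% = neutral control wells and 100% = positive control wells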
C-LANA FP: blocks KSHV LANA C-terminal domain binding to DNA | hit rate 0.078% among 340,000 | inhibition, % at 9 µM | AID 504423 | MBP-C-LANA/FAM-LBS DNA binding, fluorescence polarization;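 active means highest replicate inhibition at or above 60% at 9 µM, even if other replicates fall short; inactive means all replicates below 60% inhibition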;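 further: 0% = neutral control wells and 100% = 4 µM acridine orange control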
* hit, by the source's call; x = not tested or not shown.

SMILES	OPRM1-OPRD1 ag	Keap1 Nrf2 FP	RTF Ca sens inh	cardiac RTF act	OPRM1-OPRD1 inv	V-ATPase pH	Arr AP2 block	Pemphigus Ab inh	Wnt bcat act	C-LANA FP
CC(O)[C@H]1CNC(=S)N1CCc1cccc(F)c1 (stereo partly drawn)	-1.5	-2	-26	-3	8	0	-2	108	-1	1.0
COc1ccc(OCC(=O)NCc2n[nH]c(=O)c3ccccc23)cc1	2.1	-2	-12	0	-14	-2	1	108	-2	3.9
COc1ccc(C)c2sc(N(CCCN(C)C)C(=O)c3ccc4c(c3)OCCO4)nc12	0.3	3	4	-4	-2	5	40	116	-1	-1.4
CCO[C@H]1OC(C(=O)N2CCN(Cc3ccc4c(c3)OCO4)CC2)=C[C@@H](c2ccc(C(F)(F)F)cc2)[C@@H]1CCCO	0.7	-2	6	2	-4	2	2	104	-1	-1.4
CC(C)c1nnc(NC(=O)CCC(=O)NCc2cccs2)s1	-4.0	1	-5	-1	20	-4	19	96	x	-0.2
O=C(CNc1cccc(C(F)(F)F)c1)N/N=C/C1CCCCC1	8.9	3	-1	-2	-64	2	-3	97	2	-0.7
COc1cc(Nc2nc3ccc(Cl)cc3n3cnnc23)cc(OC)c1OC	-0.7	-4	-13	3	4	-30	8	94	-1	1.4
C[C@H](CO)N1C[C@H](C)[C@@H](CN(C)S(=O)(=O)c2cn(C)cn2)Oc2c(NS(=O)(=O)c3ccc(F)cc3)cccc2C1=O	-2.5	-3	-14	-2	14	-2	28	100	-2	1.5
CSc1ccccc1NC(=O)CN(C)C(=O)c1ccc2c(c1)OCCO2	-3.2	-2	-3	2	18	1	5	x	9	-0.7
CSc1nc(-c2ccco2)nn1C(=O)c1ccccc1	-1.3	-7	-12	11	7	-1	43	103	x	0.0
Cc1ccc2c(c1)C(=O)N1[C@H]3c4cc(C)ccc4OC[C@@H]3[C@H](c3ccccc3)[C@]1(C)C(=O)N2	-0.1	-3	1	-3	1	-2	x	99	2	-0.2
CCCn1c(SCC(=O)NCc2ccc3c(c2)OCO3)n[nH]c1=O	-2.9	4	-6	0	12	5	-9	x	6	-0.1

Looked up one by one from the entries so far:
SMILES	OPRM1-OPRD1 ag	Keap1 Nrf2 FP	RTF Ca sens inh	cardiac RTF act	OPRM1-OPRD1 inv	V-ATPase pH	Arr AP2 block	Pemphigus Ab inh	Wnt bcat act	C-LANA FP
Cc1ccc2c(c1)C(=O)N1[C@H]3c4cc(C)ccc4OC[C@@H]3[C@H](c3ccccc3)[C@]1(C)C(=O)N2	-0.1	-3	1	-3	1	-2	x	99	2	-0.2
CSc1ccccc1NC(=O)CN(C)C(=O)c1ccc2c(c1)OCCO2	-3.2	-2	-3	2	18	1	5	x	9	-0.7
COc1ccc(C)c2sc(N(CCCN(C)C)C(=O)c3ccc4c(c3)OCCO4)nc12	0.3	3	4	-4	-2	5	40	116	-1	-1.4

Remaining list, next part:
SMILES	OPRM1-OPRD1 ag	Keap1 Nrf2 FP	RTF Ca sens inh	cardiac RTF act	OPRM1-OPRD1 inv	V-ATPase pH	Arr AP2 block	Pemphigus Ab inh	Wnt bcat act	C-LANA FP
COC(=O)CCC(=O)N1CCCC(C(=O)c2ccc(Cl)cc2C)C1 (stereo not drawn)	-1.3	-3	3	3	7	1	-3	111	0	-0.6
CCNC(=O)CC1C(=O)N(c2ccc(C)cc2)C(=O)N1CCOC (stereo not drawn)	-4.1	-3	-5	-3	21	0	7	86	1	1.0
O=C1CC[C@@H](CN(Cc2ccccn2)Cc2nc(-c3ccc(C(F)(F)F)cc3)no2)N1	-3.0	-8	-13	-1	15	-4	-6	93	-3	-1.7
O=C(NC(NCc1cccnc1)C(Cl)(Cl)Cl)c1cccc2ccccc12 (stereo not drawn)	-0.8	-2	-16	3	4	-1	-13	98	x	-0.2
CNC(=O)CSc1nccn1Cc1ccc(Cl)cc1	1.2	3	-14	-2	-6	1	-5	93	1	1.6
COc1cc(CNc2ccc3[nH]c(=O)[nH]c3c2)ccc1OCc1ccc(F)cc1Cl	5.8	5	-5	5	-26	-3	29	94	-1	2.0
O=C(COC(=O)c1cc[n+]([O-])cc1)NC(=O)c1ccc(OC(F)F)cc1	-0.4	-5	-5	-3	2	-2	-5	98	3	1.3
Cc1ccc(S(=O)(=O)/N=c2\ccc(Cl)cn2C(F)F)cc1	-3.6	-3	12	0	19	-1	36	102	3	-1.6
O=C(CSc1cccc[n+]1[O-])c1cc2ccccc2o1	-1.7	2	-5	0	10	0	13	105	x	-0.3
Cc1oc(-c2ccccc2F)nc1CS(=O)(=O)CC(=O)NCCCN1CCc2ccccc2C1	0.4	-1	3	-1	-2	-2	11	110	-1	2.5
COc1cc2c(cc1O)CC[n+]1cc3c(OC)c(OC)ccc3cc1-2	-2.8	-6	-13	6	15	1	0	107	-3	-5.4
O=C(Cc1cccc(NC(=O)C2CCCN(C(=O)C3CC3)C2)c1)Nc1cccc(C(=O)N2CCCCC2)c1 (stereo not drawn)	-2.2	1	-6	1	10	-1	12	100	-1	-0.9
O=C(NCc1cc(F)cc(C(F)(F)F)c1)C1CCC(=O)N(C2CCCC2)C1 (stereo not drawn)	-1.5	-5	-7	2	7	4	-6	104	0	1.4
CCCNC(=O)c1ccccc1N1CCN(CCCCN2C(=O)C3CCCCN3C2=O)CC1 (stereo not drawn)	-2.8	-1	-3	0	14	2	37	113	1	-0.4
COc1cc(C)c(C)cc1S(=O)(=O)N1CCCCC1c1cccnc1 (stereo not drawn)	2.5	-6	0	-8	-14	4	-4	85	x	0.6
c1ccc(C2NCCNC2c2ccccc2)cc1 (stereo not drawn)	-0.9	-7	-6	2	5	4	-3	117	1	-2.8
CC(C)c1c(C(=O)N/N=C/c2ccoc2)nnn1-c1nonc1N	-0.8	-4	-2	0	4	7	25	99	2	-0.5
Cc1nc2c3ccccc3nc(NNC(=O)CCC(=O)NCCC(C)C)n2n1	-1.2	-5	-26	0	8	-7	-14	105	-3	1.6
COC(=O)CSc1cccc2c1C(=O)CC2c1ccccc1 (stereo not drawn)	-1.3	-5	-1	3	6	1	0	97	4	0.0
CCOC(=O)C1CCCN(C(=O)c2ccco2)C1 (stereo not drawn)	-0.1	0	-5	-5	0	0	-3	99	-5	-1.1
COc1ccc(Cn2c(CCC(=O)Nc3ccc(C)cc3)nc3cccnc32)cc1	-2.7	-3	-9	5	14	-3	-2	108	-6	2.0
O=C(N/N=C/C1CC2C=CC1C2)c1ccccc1O (stereo not drawn)	-2.9	-5	-14	-1	15	-2	10	89	-2	-0.9
Cc1c(C=O)c2ccccn2c1C(=O)c1ccc(F)cc1	-3.9	0	5	-5	18	6	6	106	-1	-0.7
CCN(CC)S(=O)(=O)c1ccc2c(c1)nc(CCC(=O)OCC(=O)Nc1c(F)cccc1F)n2C	-1.1	-1	-10	6	7	3	4	100	-1	0.0
CC(C)c1ccc2[nH]c3nc(SCC(=O)N4CCOCC4)nnc3c2c1	-0.9	2	7	4	5	-3	-9	102	1	0.2
COc1ccc(NC(=O)NNS(=O)(=O)c2ccc(OC)c(OC)c2)c(OC)c1	1.5	4	-4	-2	-6	1	0	106	0	-0.7
CCCNC(=O)C1(CC2CC(c3ccccc3)=NO2)CCN(C(=O)C2(C)CC2)CC1 (stereo not drawn)	-0.7	1	3	2	3	1	8	103	-1	-3.6
COc1cccc(CNC(=O)c2cccc(NC(=O)C3=C(C)OCCS3)c2)c1	-0.1	3	0	3	0	-2	5	92	-2	1.5
COCCCn1c(=O)c2ccccc2n(Cc2cc(C(=O)OC)ccc2OC)c1=O	-4.3	-2	-1	3	22	-4	2	112	0	0.8
CCOC(=O)c1nn(-c2ccccc2)c(=O)cc1SC(C)CC (stereo not drawn)	6.1	-2	-3	6	-33	-1	-6	96	x	-0.7
COc1ccc(CCNC(=O)c2cccc(S(=O)(=O)N3CCCC3)c2)cc1OC	-4.2	-4	-4	4	18	1	-7	90	0	-0.7
O=C(CSc1nnc(-c2ccncc2)n1Cc1ccccc1)NCCc1ccccc1	-1.2	-3	-7	3	7	3	-2	114	x	2.7
CCn1cc(S(=O)(=O)NCc2ccc(OC)cc2)cn1	-3.5	-5	-4	-2	18	7	-6	104	0	0.0
Cc1nn(C)cc1CN1CCC(n2nccc2NC(=O)CCCc2ccccc2)CC1	0.1	-5	1	-1	0	5	12	101	-3	1.4
CC(C)(O)C#Cc1ccc(CN2CCN(Cc3ccsc3)C(CCO)C2)s1 (stereo not drawn)	-0.9	2	-4	-3	7	0	-5	97	-4	0.7
CSCCNCc1c(C(=O)N2CCOCC2)nc2c(C)cccn12	-1.1	-1	-8	3	6	-4	5	99	1	-0.1
CCOC(=O)c1c(S(=O)(=O)NC2CCN(C(=O)OCC)CC2)c(C)n(C)c1C	-1.2	1	5	-1	7	3	17	98	-1	-1.0
CCOC(=O)c1c(N)n(C2CC(C)(C)NC(C)(C)C2)c2nc3ccccc3nc12	-3.2	3	-13	-8	18	x	18	100	x	-0.7
O=C(CN1CCN(c2ccccc2F)CC1)NC(=O)NCc1ccccc1	-1.6	2	-17	1	7	-4	-8	97	1	0.4
OCCNc1nc(NCc2ccccc2)c2ccccc2n1	-0.8	-4	12	3	4	-2	5	118	-4	1.3
CCn1c(SCC(=O)Nc2cc(OC)c(OC)c(OC)c2)nnc1-c1cccs1	-1.5	-1	1	1	9	0	3	80	-5	-2.3
O=S(=O)(/N=S1/CC=CCN1S(=O)(=O)c1ccccc1)c1ccccc1 (stereo not drawn)	0.1	-30	0	-2	-1	1	15	102	x	-1.2
COc1cc2nc(C3CCC3)nc(N3CCN(c4ccccn4)CC3)c2cc1OC	-1.4	-1	-3	-4	8	-1	-14	108	x	-0.7
O=C(NC1CC2CCCC(C1)N2C(=O)Nc1ccccc1F)C1CC1 (stereo not drawn)	-1.9	-4	-7	-3	12	4	1	x	1	1.8
C/C(=N\NC(=O)c1ccccc1Br)c1ccc(N2CCOCC2)cc1	-2.7	0	-10	2	13	3	9	106	10	3.5
COC(=O)c1sc2ccccc2c1-n1cccc1C(=O)C(=O)Nc1ccc(OC)cc1	5.6	0	-7	-2	-23	2	-9	x	x	-0.7
COc1cccc(C(C(=O)NC(C)(C)C)N(Cc2ccc(F)cc2)C(=O)CCC(=O)Nc2cc(C)on2)c1OC (stereo not drawn)	0.8	-4	-10	-3	-6	-2	-8	119	-3	-0.7
COc1cc(/C=C2\SC(=O)NC2=O)ccc1Oc1cnccn1	-1.5	-1	3	1	9	-5	1	87	14	-1.2
Cc1ccc2oc(=S)n(C)c2c1	-1.6	-1	-5	-3	10	-3	-1	95	-2	0.9
COc1ccc(CNC(=O)C(C)Sc2ccc(C)cc2)cc1 (stereo not drawn)	-2.0	1	1	9	10	4	43	87	0	-0.8
Oc1ccc(C2=Nn3c(nnc3-c3ccco3)SC2)cc1O	-1.6	3	5	2	9	-3	6	106	x	0.9
Cc1cccnc1NC1(C(F)(F)F)N=C2SCCN2C1=O (stereo not drawn)	-1.2	3	-9	0	7	3	11	96	-1	-0.1
CN(C)C(CNC(=O)CNC(=O)c1ccc(Br)cc1)c1ccccc1 (stereo not drawn)	1.4	-5	-2	7	-7	3	1	123	-1	0.0
CC(=O)OC(COc1ccccc1)Cn1cnc2ccccc21 (stereo not drawn)	-1.9	0	-2	0	10	7	55*	92	1	2.2
